# Source: PubChem (several laboratories)
# LANA DNA inh: KSHV C-LANA DNA binding inhibition; MBP-C-LANA/FAM-LBS DNA binding, fluorescence polarization; inhibition, % at 9 µM; 340,000 compounds, 0.078% hits; AID 504423;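 active = highest replicate inhibition at or above 60% at 9 µM, even if other replicates fall short; inactive = all replicates below 60% inhibition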;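 also: 0% = neutral control wells and 100% = 4 µM acridine orange control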
# PfHsp90 set2: growth inhibition of yeast expressing Plasmodium Hsp90; 310,000 compounds, 0.32% hits; AID 504621; S. cerevisiae expressing PfHsp90, BacTiter-Glo ATP, 48 h; yeast lacking PDR1 and PDR3 efflux regulators; inhibition, % at 9.4 µM;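 active = every replicate shows inhibition above about 80%, whatever the replicate mean, limit read from the data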;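 also: 0% = DMSO neutral controls and 100% = 20 µM radicicol positive controls; yeast relying on Plasmodium falciparum Hsp90 in place of its own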
# SUMO Mot1 rescue: SUMOylation pathway inhibition by Mot1-301 growth rescue. S. cerevisiae Mot1-301 growth rescue, ATP luminescence, 38.5C; percent above DMSO median, 100 means doubled. growth rescue, % at 18.8 µM. 320,000 compounds, 1% hits;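 active = every valid replicate shows activation above 250% relative to neutral control wells; inactive = the rest, any valid replicate at or below 250%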;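 also: OY570 slx delta 5 strain wells were the positive control but not used for scaling; some compounds called inactive have numbers as strong as hits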
# Cardiac RTF inh: cardiac RTF calcium desensitization | P19429+P45379 | IANBD-labeled cardiac RTF, Ca2+ fluorescence | inhibition, % at 7.15 µM | 340,000 compounds, 0.12% hits | AID 493244;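 active = inhibition above the mean inhibition of all tested compounds plus 3 SD, cut at about 17% in these data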;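 also: assay run at fixed EC70 calcium of 1.6 mM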
# dFosB act: mouse delta FosB homodimer activation; 340,000 compounds, 0.99% hits; P13346; activation, % at 25 µM; purified delta FosB, TAMRA-CDK5 oligo fluorescence polarization; percent of positive-control signal above neutral wells;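 active = mean activation above about 17%, with every replicate also reaching it, limit read from the data, passing the limit was not always enough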;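 also: fluorescence polarization rise as delta FosB binds a TAMRA Cdk5 AP-1 oligo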
# Target sequence (P13346 whole entry, looked up): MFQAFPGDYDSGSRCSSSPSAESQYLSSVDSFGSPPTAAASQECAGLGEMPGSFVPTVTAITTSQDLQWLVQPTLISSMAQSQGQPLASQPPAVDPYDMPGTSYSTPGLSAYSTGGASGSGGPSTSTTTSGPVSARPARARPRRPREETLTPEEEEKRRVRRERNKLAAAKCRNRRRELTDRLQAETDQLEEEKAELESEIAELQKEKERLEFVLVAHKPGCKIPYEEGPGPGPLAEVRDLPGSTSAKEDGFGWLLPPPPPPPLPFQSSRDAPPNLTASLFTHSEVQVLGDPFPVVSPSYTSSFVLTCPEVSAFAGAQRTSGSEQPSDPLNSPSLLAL
# Keap1-Nrf2 PPI: inhibitors of human Keap1-Nrf2 protein-protein interaction | Q14145 | Keap1 Kelch-Nrf2 peptide fluorescence polarization, 1536-well | inhibition, % at 9.4 µM | 340,000 compounds, 0.15% hits; in the data active = inhibition above about 12%;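 also: human Keap1 Kelch domain with fluorescein labeled Nrf2 9mer peptide probe; 0% = neutral control wells and 100% = peptide positive control; higher means more block of Keap1 binding to Nrf2 peptide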
# Rtt109 Vps75: inhibitors of Candida albicans Rtt109/Vps75 histone acetyltransferase | 330,000 compounds, 0.16% hits | AID 540336 | purified Rtt109/Vps75, ThioGlo CoA-SH fluorescence, 4 h | inhibition, % at 34.9 µM;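 active = inhibition of at least 50% in every replicate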
# Target sequence (Q5AAJ8 whole entry, looked up): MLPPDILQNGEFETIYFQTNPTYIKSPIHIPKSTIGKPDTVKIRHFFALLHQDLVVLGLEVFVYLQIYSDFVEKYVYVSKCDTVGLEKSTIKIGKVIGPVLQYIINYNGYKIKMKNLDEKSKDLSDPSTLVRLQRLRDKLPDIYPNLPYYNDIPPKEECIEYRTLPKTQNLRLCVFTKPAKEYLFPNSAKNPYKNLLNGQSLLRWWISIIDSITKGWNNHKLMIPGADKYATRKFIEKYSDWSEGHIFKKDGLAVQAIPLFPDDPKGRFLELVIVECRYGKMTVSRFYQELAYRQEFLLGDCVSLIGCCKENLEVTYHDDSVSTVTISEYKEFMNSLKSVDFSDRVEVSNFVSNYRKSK
# PvdQ acylase: blocks Pseudomonas aeruginosa PvdQ acylase activity. purified PvdQ acylase, fluorescence plate reader. inhibition, % at 10 µM. 340,000 compounds, 0.063% hits. AID 488965; in the data active = inhibition above about 30%, passing the limit was not always enough;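 also: 0% = vehicle neutral wells and 100% = reference inhibitor wells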
# cardiac RTF act: cardiac RTF calcium sensitization | activation, % at 7.2 µM | 340,000 compounds, 0.24% hits | P19429+P45379 | IANBD-labeled TnC RTF fluorescence at EC20 calcium; 0% EC20 calcium, 100% full calcium;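 active = activation above the mean over all tested compounds plus 3 SD, cut at about 30% in these data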;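 also: rise in fluorescence read as greater calcium sensitivity of cardiac thin filaments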
# NSD2 inh: NSD2 (human) methyltransferase inhibition. O96028. NSD2 peptide methylation, AlphaScreen, 120 min. inhibition, % at 12.5 µM. 310,000 compounds, 0.54% hits. AID 743445; in the data active = inhibition above about 50%
# CDK5 inh: inhibitors of human CDK5/p35 kinase; 330,000 compounds, 0.01% hits; inhibition, % at 10 µM; Recombinant CDK5/p35, ADP-Glo luminescence, 60 min; Q00535+Q15078;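 active = highest replicate inhibition of at least 50% and at least 75% of replicates reaching 50%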;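 also: plate controls were DMSO neutral control for no effect and GW8510 at 10 µM for full effect; many of its hits are not listed in these tables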
# An asterisk follows results filed as active; . = no result given.
SMILES,cardiac RTF act,Keap1-Nrf2 PPI,PfHsp90 set2,SUMO Mot1 rescue,LANA DNA inh,PvdQ acylase,CDK5 inh,Rtt109 Vps75,NSD2 inh,Cardiac RTF inh,dFosB act
CC(C)CN1CCN(Cc2ccccc2C(F)(F)F)CC1CCO (stereo unspecified),-1,5,-15,2,-0.7,-8,-1.7,-7,7,2,-1
FC(F)(F)c1ccc2c(c1)N(CCCN1CCN(CCCl)CC1)c1ccccc1S2,3,2,-4,3,0.3,-2,1.3,2,18,-7,-16
Cn1c(O)c(C2=NN(C(=O)CCl)C(c3ccccc3)C2)c(=O)n(C)c1=O (stereo unspecified),2,-2,3,15,-0.4,16,3.2,.,2,5,1
CC(=O)NCC(=O)Nc1ccc(Br)cc1C(=O)c1ccccc1,2,-1,11,-8,0.4,-12,-0.3,-4,0,-9,2
CCN(CC)c1ccc(N=Cc2c(O)n(CCC3=CCCCC3)c(=O)[nH]c2=O)cc1,5,3,9,1,14,5,-1.0,-1,0,-10,-10
C=CCn1c(O)c(/C=N/N2CCCCC2)c(=O)[nH]c1=O,2,-4,-18,8,0.8,-7,3.5,-1,-1,-1,-5
O=c1[nH]c(=O)n(-c2cccc(Cl)c2)c(O)c1C=NCCCN1CCOCC1,-2,5,0,70,1.1,-7,-1.2,3,-4,-9,-2
O=C(c1ccncc1)C12CN3CN(CN(C3)C1)C2,2,-5,44,.,1.7,-13,-0.2,-6,-3,-7,-3
CCOc1ccc(N=Cc2c(O)n(Cc3ccccc3)c(=S)[nH]c2=O)cc1,1,-3,-16,21,2.2,-13,-1.0,-11,-3,1,0
COc1ccc(OC)c(CC(=O)O)c1,4,1,-4,34,-0.3,-5,1.4,-1,-1,-14,5
C=CC(=O)OCCO,6,-5,-14,.,-0.5,-13,-2.9,-6,0,-5,-1
COc1ccc(-n2nc(C(=O)NCC(=O)N3CCC4(CC3)OCCO4)c3ccccc3c2=O)cc1,10,1,6,-7,0.1,2,-1.1,-1,-3,-22,-4
Cc1ccc(S(=O)(=O)N2CCN(C(=O)COC(=O)Cc3ccccc3)CC2)c(C)c1,2,0,14,-2,0.7,0,0.9,5,2,-1,-5
O=C1NC(=O)C2(Cc3ccccc3N3CCOCC32)C(=O)N1c1ccccc1 (stereo unspecified),-3,0,23,-19,0.4,-4,-0.4,4,1,-3,1
O=C(N/N=C/c1c(O)n(Cc2ccc(F)cc2)c(=S)[nH]c1=O)c1ccncc1,3,-4,-7,-6,-1.0,-7,-1.4,-1,-1,-6,-7
c1ccc(C2NCCc3[nH]cnc32)cc1 (stereo unspecified),-2,.,20,4,.,-12,1.0,7,-3,-8,-7
O=[N+]([O-])c1cccc2c([N+](=O)[O-])cccc12,1,0,-15,-14,-1.2,-12,0.3,-3,.,-6,6
O=c1[nH]c(=S)n(Cc2ccc(F)cc2)c(O)c1C=NCc1cccnc1,-6,2,.,4,0.7,7,-0.9,7,32,-4,-1
CC1CCN(C(=O)CCl)CC1,0,2,-48,15,-0.7,0,-0.1,-6,0,1,1
COc1ccc(CCn2c(O)c(C=NCc3cccnc3)c(=O)[nH]c2=O)cc1OC,2,3,8,-15,1.6,-9,-1.1,1,-1,-4,-2
CCC(=O)c1c(O)n(C2CCCCCC2)c(=O)[nH]c1=O,-2,-4,18,-12,-1.6,3,-1.4,15,0,-4,-3
O=C(COc1ccc(Br)cc1)N1CCN(Cc2ccc3c(c2)OCO3)CC1,0,-1,9,15,-0.8,-16,-1.7,2,3,-13,-10
CCCCNc1ccncc1S(=O)(=O)NC(=O)NC(C)C,2,-5,0,-13,0.9,-15,-0.2,4,-1,-5,-3
C[N+]1(C)C2CC(OC(=O)C(CO)c3ccccc3)CC1C1OC12 (stereo unspecified),2,-5,3,201,-1.6,-13,0.0,-27,.,0,5
CCCCn1c(O)c(C(C)=NCc2ccc3c(c2)OCO3)c(=O)[nH]c1=O,-4,7,-24,7,5.1,-12,-1.0,3,-2,-6,-10
CCOC(=O)c1ccc2[nH]c(-c3ccc(S(=O)(=O)F)cc3)cc(=O)c2c1,-1,-5,-7,117,1.5,-16,0.8,1,-1,-2,-3
O=C1NC(=O)C(CCc2ccncc2)(CCc2ccncc2)C(=O)N1CCc1ccccc1,-2,1,-11,-8,-0.6,-13,0.1,3,-2,1,-11
CCCC(CCC)C(=O)OC[N+](C)(C)CCOC(=O)C(O)(c1ccccc1)C1CCCC1 (stereo unspecified),-2,4,-12,-22,1.4,-20,-0.6,57*,-41,-5,5
COC(=O)[C@@H]1C[C@]2(C(=O)O)c3ccccc3N(OOSc3ccccc3)[C@@H]2N1C(=O)OC,-6,-3,2,1,0.7,-17,-0.3,-2,.,-6,-3
COc1ccc(C2=CC(c3ccc4c(c3)OCO4)c3c(c4ccccc4oc3=O)O2)cc1OC (stereo unspecified),-2,1,-7,.,-1.7,-2,-0.9,-1,0,-1,10

# Carrying on:
SMILES,cardiac RTF act,Keap1-Nrf2 PPI,PfHsp90 set2,SUMO Mot1 rescue,LANA DNA inh,PvdQ acylase,CDK5 inh,Rtt109 Vps75,NSD2 inh,Cardiac RTF inh,dFosB act
OCCN(CC#CC(O)(c1ccccc1)C1CCCC1)CCO (stereo unspecified),-1,2,12,140,0.5,-15,0.6,-5,-4,-25,2
O=C(c1ccco1)c1cn(Cc2ccc(Cl)cc2)c2ccccc12,6,-5,-6,-2,0.2,-10,1.3,-10,-6,0,-5
COC(=O)C1=C(c2ccc(S(C)(=O)=O)cc2)C[C@@H]2CC[C@H]1N2C(=O)NCc1ccco1,15,-4,3,-4,-0.4,-11,-0.9,2,.,-3,-5
CC(C)(C)n1cc(C(=O)c2ccccc2OCCCF)cn1,5,0,22,-8,1.4,5,0.1,-1,-2,-3,3
Cn1c(O)c(C=NCc2cccs2)c(=O)n(C)c1=O,-2,-1,5,-16,-2.9,9,1.2,17,0,2,6
C=CC(C)C(C(=O)c1ccccc1)N(C)C (stereo unspecified),-3,4,6,-33,1.0,-5,-1.1,-8,-1,-9,-3
COC(=O)C1=C(c2ccc(OCc3ccccc3)cc2)C[C@@H]2CC[C@H]1N2C(=O)NCc1cccc(OC)c1,10,-7,5,10,1.2,-13,-0.8,1,.,7,-2
CC(=O)NC(C)Cc1ccccc1 (stereo unspecified),1,-4,1,-16,1.1,-21,0.7,4,-3,1,-2
O=C(CF)NC(Nc1cccc2cccnc12)C(Cl)(Cl)Cl (stereo unspecified),-1,-4,-10,-8,0.2,-22,0.5,-3,12,5,0
Cc1nc2ccccc2c(=O)n1-c1ccc(Cl)cc1[N+](=O)[O-],6,0,-2,-4,1.0,-12,0.0,-2,1,0,-3
O=C(COc1ccc(S(=O)(=O)N2CCCCC2)cc1)N1CCN(Cc2ccccc2)CC1,-1,1,3,5,1.1,-8,-2.2,21,-2,-6,-6
COc1ccc(-c2nc3ccccc3n2OC(=O)N(C)C)cc1,6,-4,-48,-5,-0.5,-14,-0.7,-5,0,-5,-3
N=C1c2ccccc2CN1NC(=O)c1ccco1,-6,-1,14,1,0.3,0,0.0,-1,-2,-6,-1
Cc1ccccc1CCNCc1ccc(Br)cc1,8,-2,5,.,0.6,-11,0.0,0,5,-10,7
Cc1cc(C=C2C(=O)NC(=S)NC2=O)c(C)n1C1CCCC1,-2,-3,-10,-13,0.3,-13,0.0,0,.,-3,-8
O=C(O)CCC(=O)NCCC1=c2ccccc2=N/C1=C\c1c(O)n(Cc2ccc(F)cc2)c(=S)[nH]c1=O,-3,0,0,9,1.2,0,-0.8,9,3,1,-2
COc1ccc(CC2(CCc3ccncc3)C(=O)NC(=O)NC2=O)c(OC)c1,6,-6,-15,281*,2.0,-2,-1.4,5,-2,-6,2
CCC(CC)NCc1c[nH]c2ccccc12,3,-2,-23,6,-0.5,-11,1.4,-7,3,-29,0
CC(=O)c1ccc2c(c1)C1C(Cl)C(Sc3ccccc3[N+](=O)[O-])CC1C(c1ccccc1)N2 (stereo unspecified),-1,-8,10,-18,0.7,11,0.4,2,6,-8,-13
COC(=O)C1=C(c2cccc(C#N)c2)C[C@@H]2CC[C@H]1N2C(=O)NCCO,-2,-1,.,-9,0.3,-4,-4.0,-1,.,3,7
CN1CCN(Cc2ccccc2Sc2ccccc2)CC1,1,-2,13,2,0.5,-3,-0.9,2,21,-12,0
COc1ccc(NC(=S)NC(NC(=O)CF)C(Cl)(Cl)Cl)cc1[N+](=O)[O-] (stereo unspecified),-5,0,-14,.,-0.3,0,-0.7,3,3,1,-9
O=[N+]([O-])c1cccc(O)c1,-2,-2,12,16,0.9,-7,-2.8,-8,.,2,3
Cc1ccc2cc3cc(C(=O)N4CCC5(CC4)OCCO5)oc3nc2c1,-4,3,-7,-6,-1.3,8,0.5,-1,1,4,-13
Cc1cc(C=C2C(=O)NC(=O)NC2=O)c(C)n1-c1ccncc1,2,1,-1,-6,-0.3,-18,-1.9,1,4,4,-9
CC1=C(C/C(C)=C/c2ccccc2)/C(=C/CO)[C@@H]2OC(=O)O[C@]2(C)C12CC2,0,-3,.,2,0.4,-12,1.6,-3,.,14,-3
N/C(=N\[N+](=O)[O-])N1CCN(C(=O)c2ccccn2)CC1,1,0,-13,60,1.2,-5,-0.7,-11,26,-7,6
CCC1(CC)C(=O)N(C)C(=O)NC1=NC,3,-1,-20,-3,-1.4,-12,0.0,-2,-4,-3,-7
COC(=O)C1=C(c2cccc(OC)c2OC)C[C@@H]2CC[C@H]1N2C(=O)N1CCC(C)CC1,-3,2,-22,-12,-0.6,-10,1.8,5,.,0,1
COc1ccc2c3c1OC1C(O)C=CC4C(C2)[N+](C)(C)CCC341 (stereo unspecified),-6,-6,32,49,1.1,-12,0.8,-3,0,-6,3

# Continued.
SMILES,cardiac RTF act,Keap1-Nrf2 PPI,PfHsp90 set2,SUMO Mot1 rescue,LANA DNA inh,PvdQ acylase,CDK5 inh,Rtt109 Vps75,NSD2 inh,Cardiac RTF inh,dFosB act
CC/C(=N\Nc1ccccc1)c1c(O)n(C)c(=O)n(C)c1=O,-1,-2,8,133,0.7,4,0.9,0,0,9,-5
COCCOC(=O)C1=C(C)OC(N)=C(C(=O)OC)C12C(=O)Nc1ccccc12 (stereo unspecified),-1,7,12,.,-0.3,-6,0.6,-4,-2,1,-7
COC(=O)C1=C(c2ccc(-c3ccccc3)c(F)c2)C[C@@H]2CC[C@H]1N2C(=O)NCCO,1,-5,-1,-2,-0.7,-24,-1.0,0,.,-2,-7
Cc1cccc(OP(N)(=O)Oc2cccc(C)c2C)c1C,-2,-5,-1,-16,-1.0,3,1.2,2,25,0,3
Cc1cccc(C)c1NC1=NCCCCS1,-1,4,.,-22,0.4,1,2.0,-2,-2,-8,-2

# This is a subset. The share of hits here may be higher or lower than overall.
